Screening data: PubChem BioAssay, National Center for Advancing Translational Sciences (NCATS)
ALOX12 inh: blocks human arachidonate 12S-lipoxygenase | purified 12hLO, xylenol orange hydroperoxide absorbance | Potency, µM (highest dose often 108 µM), for inactives: at the highest dose activity change, negative = inhibition, actives largely listed as inhibitors | actives 1.1% (n = 580,000) | AID 1671190; active = well fitted inhibition curve with a large enough effect; inconclusive = small, poorly fitted or top-dose-only effect, or another doubt; inactive = no such curve, though single readings can be large or run the other way
Target sequence (P18054 whole entry, looked up): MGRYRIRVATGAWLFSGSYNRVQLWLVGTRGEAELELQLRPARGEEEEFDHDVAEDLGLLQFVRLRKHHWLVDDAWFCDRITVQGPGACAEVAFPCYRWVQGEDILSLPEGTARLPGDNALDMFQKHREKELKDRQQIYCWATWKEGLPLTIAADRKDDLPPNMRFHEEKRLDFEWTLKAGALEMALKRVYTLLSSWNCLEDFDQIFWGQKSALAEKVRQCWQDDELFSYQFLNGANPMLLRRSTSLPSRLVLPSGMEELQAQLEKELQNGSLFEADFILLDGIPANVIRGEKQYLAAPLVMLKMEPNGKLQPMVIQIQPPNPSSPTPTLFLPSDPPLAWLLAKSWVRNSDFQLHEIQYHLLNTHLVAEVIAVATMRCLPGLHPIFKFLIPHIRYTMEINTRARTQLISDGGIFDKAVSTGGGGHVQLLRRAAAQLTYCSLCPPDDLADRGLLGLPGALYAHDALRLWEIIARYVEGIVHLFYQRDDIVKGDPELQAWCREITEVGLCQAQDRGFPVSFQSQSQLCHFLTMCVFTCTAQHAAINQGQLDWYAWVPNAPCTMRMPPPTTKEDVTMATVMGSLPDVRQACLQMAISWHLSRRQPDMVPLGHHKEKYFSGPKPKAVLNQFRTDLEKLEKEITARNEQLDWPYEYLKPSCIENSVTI
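Hydroperoxide product was detected by ferrous iron/xylenol orange as the 573 to 405 nm absorbance ratio. Arachidonic acid at 40 uM (final) was turned over for 30 min at room temperature by 150 nM human 12hLO, pH 7.0 Hepes buffer, after 15 min compound preincubation.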
Numbers without * were called inactive; [ ] = another dose, or the depositor's remark. % is set by controls: 0 for no effect and ±100 for the full control effect; potency is the fitted concentration of half-maximal effect. A portion of the library; rates above refer to the full screens.

Results for COc1ccc(-c2cc(OC(=O)c3cccc(Br)c3)c3c(C)oc(C)c3c(=O)c2)cc1 ?
ALOX12 inh: 4.47µM*

How did CC(C)(CC(=O)O)CC(=O)N1CCN2C(=O)c3cc(-c4ccccc4F)ccc3NC(=O)[C@@H]2C1 do in these assays?
ALOX12 inh: 29.5%

How did COc1cccc(C(=O)N2CC3(Cc4ccccc4CN3[S+](C)(=O)[O-])C2)c1 do in these assays?
ALOX12 inh: 2.1%

What do the screens show for `Cc1nc2ccc(C(=O)NCCCOCC3CC3)cc2nc1C`?
ALOX12 inh: -0.6%

What do the screens show for `CNC(=O)N1CCC(C2CCN(S(=O)(=O)c3ccc(F)cc3)C2)CC1` (configuration not stated)?
ALOX12 inh: 28.4%

What do the screens show for `Cc1ccc(O)c(-c2ccnc3cc(-c4ccccc4)nn23)c1`?
ALOX12 inh: inconclusive

Results for CCCCCCCOC(=O)c1c(C)oc2ccc(NS(=O)(=O)c3cccs3)cc12 ?
ALOX12 inh: inconclusive

What do the screens show for `Clc1ccc(-c2nc(N3CCCC3)c3ccccc3n2)cc1`?
ALOX12 inh: 12.4%

What do the screens show for `CC1CCCC(NC(=O)c2ccccc2SCC#N)C1` (configuration not stated)?
ALOX12 inh: inconclusive

What do the screens show for `CCOC(=O)N1CCN(Cc2ccc3c(c2)CN(C(=O)c2ccc(C#CC(C)(C)O)o2)CCO3)CC1`?
ALOX12 inh: -4.3%

Among those listed so far, these contain a halogen.
Results for COc1ccc(-c2cc(OC(=O)c3cccc(Br)c3)c3c(C)oc(C)c3c(=O)c2)cc1 ?
ALOX12 inh: 4.47µM*

How did CC(C)(CC(=O)O)CC(=O)N1CCN2C(=O)c3cc(-c4ccccc4F)ccc3NC(=O)[C@@H]2C1 do in these assays?
ALOX12 inh: 29.5%

What do the screens show for `CNC(=O)N1CCC(C2CCN(S(=O)(=O)c3ccc(F)cc3)C2)CC1` (configuration not stated)?
ALOX12 inh: 28.4%

What do the screens show for `Clc1ccc(-c2nc(N3CCCC3)c3ccccc3n2)cc1`?
ALOX12 inh: 12.4%

Back to the main list, repeating the 3 entries before the break.
What do the screens show for `Clc1ccc(-c2nc(N3CCCC3)c3ccccc3n2)cc1`?
ALOX12 inh: 12.4%

What do the screens show for `CC1CCCC(NC(=O)c2ccccc2SCC#N)C1` (configuration not stated)?
ALOX12 inh: inconclusive

What do the screens show for `CCOC(=O)N1CCN(Cc2ccc3c(c2)CN(C(=O)c2ccc(C#CC(C)(C)O)o2)CCO3)CC1`?
ALOX12 inh: -4.3%

Results for Cc1cc(Cl)ccc1NS(=O)(=O)c1ccccc1C#N ?
ALOX12 inh: -77.8%

Results for COC(=O)[C@H](C(C)C)N(Cc1cn(Cc2ccc(C)cc2)nn1)S(=O)(=O)c1ccc(F)cc1Br ?
ALOX12 inh: 5.9%

How did CCCN(CC1CC1)c1oc(-c2ccc(Cl)cc2)nc1C#N do in these assays?
ALOX12 inh: -35.4%

What do the screens show for `N#Cc1ccc(N2CCC(C(=O)Nc3nc(C4CC4)cs3)CC2)nc1`?
ALOX12 inh: -14.7%

How did COc1ccc(Oc2c(C)oc3cc(OCC(=O)NCc4ccco4)ccc3c2=O)cc1 do in these assays?
ALOX12 inh: 2.7%

What do the screens show for `CCN(CC)[C@H]1[C@@H]2OC[C@@H](O2)[C@@H](NCc2ccc(-c3ccccc3)cc2)[C@@H]1O`?
ALOX12 inh: 104.6%[activator][176 µM]

What do the screens show for `Cc1ccc(/C=N/Nc2ccc3ccccc3n2)s1`?
ALOX12 inh: inconclusive

What do the screens show for `CN(Cc1ccc(F)cc1F)C(=O)COc1ccc2ccc(=O)oc2c1`?
ALOX12 inh: -53.2%

How did COc1ccc(-c2coc3cc(OCC(=O)N4CCN(c5ccccn5)CC4)ccc3c2=O)cc1 do in these assays?
ALOX12 inh: inconclusive

How did COc1cccc(CNC(=O)[C@@H]2C[C@@H](O)CN2C2CCN(C(=O)c3ccccn3)CC2)c1 do in these assays?
ALOX12 inh: -4.8%

Results for COC(=O)CCCN(C)C(=O)c1cc(-c2ccncc2)nc2ccccc12 ?
ALOX12 inh: 0.1%

What do the screens show for `CN(C)c1ccc(CN2CCNc3cnc(-c4ccccc4)cc3C2)cc1`?
ALOX12 inh: inconclusive

What do the screens show for `O=C(NCCO)c1ccc(-c2ncc3cnc(C4=CCOCC4)cn23)cc1`?
ALOX12 inh: 19.9%[176 µM]

Results for C[C@H](C(=O)N1CCCC1)C1CC[C@@]2(C)Cc3sc(CS(=O)(=O)C(C)(C)C)nc3[C@@H](C)[C@@H]2[C@H]1O (some centres not stated) ?
ALOX12 inh: -17.7%

How did CCc1nc2c(c(-c3ccc(Cl)cc3)n1)CN(S(=O)(=O)c1ccccc1)CC2 do in these assays?
ALOX12 inh: 17.0%

Results for CCC(=O)N1CCC(N2CC(OC)C23CCOCC3)CC1 (configuration not stated) ?
ALOX12 inh: 32.1%[activator]

Results for Cc1nc(CC(=O)NCc2ccccn2)cs1 ?
ALOX12 inh: 0.8%

How did O=C(NCc1ccco1)c1cc2cc(Br)ccc2[nH]1 do in these assays?
ALOX12 inh: 31.6µM*

How did COc1cccc(C(=O)N2CCC(c3n[nH]c(=O)n3-c3ccccc3)CC2)c1OC do in these assays?
ALOX12 inh: -2.1%

How did O=C(NC1CCc2ccccc21)c1ccccn1 (configuration not stated) do in these assays?
ALOX12 inh: 1.5%

Results for CCOc1ccccc1NC(=O)CC1CCCN(c2cn[nH]c(=O)c2)C1 (configuration not stated) ?
ALOX12 inh: inconclusive

How did CCc1c(C)sc(NC(=O)OC)c1C#N do in these assays?
ALOX12 inh: 25.1µM*

How did O=C(O)c1cccnc1CN1CCCC(c2nc(-c3ccccc3)no2)C1 (configuration not stated) do in these assays?
ALOX12 inh: 22.3%

How did Cc1ccc(F)c(NC(=O)CCN=C2NS(=O)(=O)c3ccccc32)c1 do in these assays?
ALOX12 inh: 46.5%

What do the screens show for `CCCN1CCC2(CCN(C(C)=O)CC2)Oc2ccccc21`?
ALOX12 inh: inconclusive

How did CCC1(C)NC(=O)N(NC(=O)CSc2cc(C)c3ccccc3n2)C1=O (configuration not stated) do in these assays?
ALOX12 inh: -32.7%

What do the screens show for `CN(CC(=O)Nc1c(Cl)cccc1Cl)C(=O)CCc1ncc(-c2ccccc2F)o1`?
ALOX12 inh: 23.7%

What do the screens show for `CCCn1c(N)c(N(CCOC)C(=O)c2cccc(OC)c2)c(=O)[nH]c1=O`?
ALOX12 inh: 6.6%

Results for CCc1ccc(C(=O)N2CCC3(CC2)N=C(c2ccc(Br)cc2)NO3)cc1 ?
ALOX12 inh: 49.7%[activator]

What do the screens show for `O=C(NCc1ccccc1)C1CCN(c2cn[nH]c(=O)c2)C1` (configuration not stated)?
ALOX12 inh: 23.5%

What do the screens show for `c1ccc(COc2ccc(CNCC3CCCO3)cc2)cc1` (configuration not stated)?
ALOX12 inh: 12.1%

How did O=C(COc1ccc2c(-c3ccc(F)cc3)noc2c1)OCc1ccccc1 do in these assays?
ALOX12 inh: 0.9%

How did Cc1cc(Cl)ccc1-c1cccc(CN)c1 do in these assays?
ALOX12 inh: 11.8%[176 µM]

How did O=C(NC1C2CC3CC(C2)CC1C3)c1cccc(Br)c1 (configuration not stated) do in these assays?
ALOX12 inh: -20.3%

How did Clc1ccc(-c2nnc(CSc3nc4ccc(Cl)cc4[nH]3)o2)cc1 do in these assays?
ALOX12 inh: -17.1%

What do the screens show for `C[C@@H]1CN(C(=O)c2cccc(C#N)c2)CC[C@@]1(O)C1CCOCC1`?
ALOX12 inh: -2.5%

How did Cc1nnc2ccc(NCC(C)C)nn12 do in these assays?
ALOX12 inh: 22.5%

What do the screens show for `O=c1oc2ccc3ccccc3c2cc1-c1ccccc1`?
ALOX12 inh: -17.9%

Results for O=C(NC[C@H]1COCc2nc3ccccc3n21)c1cccnc1 ?
ALOX12 inh: 56.7%[activator][176 µM]

Results for CCN1c2cc(C(=O)Nc3ccc(OC)cc3)ccc2C(=O)N2CCCCC21 (configuration not stated) ?
ALOX12 inh: -3.1%

What do the screens show for `CN(Cc1cc(-c2ccncc2)no1)C(=O)CCc1cc2n(n1)CCCNC2`?
ALOX12 inh: -19.9%

How did Cc1cccc(NC(=O)c2ncoc2-c2cccc(Cl)c2)c1C do in these assays?
ALOX12 inh: -0.9%

Results for Cc1ccc2c(C(=O)Nc3ccc(N4CCOCC4)cc3)cc(NC(=O)C3CCC3)cc2n1 ?
ALOX12 inh: 95.3%[activator]

What do the screens show for `CC(C)C[C@H]1CN(CCCC[C@@H]2CNC(=O)C(=O)N2CCc2ccccc2)C(=O)C(=O)N1Cc1ccccc1`?
ALOX12 inh: inconclusive

Results for COc1ccc(C)cc1-n1nnnc1SCC(=O)N1CCN(CC(=O)N2CCCC2)CC1 ?
ALOX12 inh: 5.1%

Results for Fc1ccc(-c2nc(CSc3ccc4c(c3)OCCO4)cs2)cc1 ?
ALOX12 inh: -49.1%

How did CN1C[C@H](NCc2cccc(Cl)c2)CCC[C@@H](C(=O)N(C)Cc2cccnc2)CC1=O do in these assays?
ALOX12 inh: 39.1%[activator]

What do the screens show for `COc1ccc([C@@H]2CN(C(=O)CN3C(=O)CNC3=O)C[C@H]2NC(C)=O)cc1`?
ALOX12 inh: 4.5%

What do the screens show for `Fc1ccc(CNCc2ccc(-c3ccc(F)cc3)o2)cc1`?
ALOX12 inh: inconclusive

What do the screens show for `N#Cc1nc(COc2ccc(Br)cc2)oc1N1CCCCC1`?
ALOX12 inh: -58.9%

Results for O=C(NC[C@H]1OC[C@@H](NC2COC2)[C@@H]1O)c1ccncc1 ?
ALOX12 inh: 28.3%[176 µM]

What do the screens show for `CCOCCn1nc(C)cc1C(=O)N[C@H]1[C@H]2CCO[C@H]2[C@@H]1N(C)C`?
ALOX12 inh: inconclusive

What do the screens show for `CCCCN1C(=O)C(CC(=O)NCc2ccco2)CC(C(=O)N2CCCCCC2)=C1C` (configuration not stated)?
ALOX12 inh: 7.1%

How did COC(=O)COc1ccc2c(-c3ccccc3)cc(=O)oc2c1C do in these assays?
ALOX12 inh: -1.0%

Results for O[C@@H]1C[C@@H](c2nnc3n2CCN(Cc2ccccc2)C3)N(Cc2cccnc2)C1 ?
ALOX12 inh: 63.5%[activator]

What do the screens show for `Cc1ccc(C)c(S(=O)(=O)N2CCN(C(=O)CCc3ncc(-c4ccc(F)cc4)o3)CC2)c1`?
ALOX12 inh: -34.9%

What do the screens show for `Cc1ccc(C(=O)N2CCCC3(CC(Cc4ccccc4)=NO3)C2)cc1` (configuration not stated)?
ALOX12 inh: inconclusive

How did CCOc1ccc(-c2cc(=O)c3cc(NC(=O)c4ccccc4OC)ccc3o2)cc1 do in these assays?
ALOX12 inh: -50.6%

How did CCCCCCCCc1ccc(-c2ccc(C(=O)OC(C)C(=O)OC(C)C)cc2)cc1 (configuration not stated) do in these assays?
ALOX12 inh: inconclusive

What do the screens show for `CCCCCNC(=O)c1nc(-c2c(F)cccc2F)oc1-c1ccccc1`?
ALOX12 inh: 2.1%

Results for CCCCN(C(=O)Cn1c(=O)c2c(ncn2C)n(C)c1=O)c1ccccc1 ?
ALOX12 inh: 19.3%

Results for O=C(NCc1cccc(Br)c1)c1noc(-c2ccc(F)cc2)n1 ?
ALOX12 inh: -9.2%

What do the screens show for `Cc1ccc(Nc2nc(COC(=O)c3ccc4c(c3)C(=O)N(c3ccccc3C)C4=O)cs2)cc1`?
ALOX12 inh: -3.1%

What do the screens show for `Cc1cnc(NC(=O)Cn2ccc3ccc(Br)cc32)s1`?
ALOX12 inh: inconclusive

What do the screens show for `COc1ccc(NC(=O)CCc2ccnc(N3CCCC3)c2)c(C)c1`?
ALOX12 inh: 45.5%[activator]

Results for CC(C)NC(=O)c1ccccc1OCC1CCCN(Cc2ccccn2)C1 (configuration not stated) ?
ALOX12 inh: 13.6%

How did COc1ccc(-c2ccn[nH]2)cc1 do in these assays?
ALOX12 inh: 16.9%

How did O=C1NC[C@@H](CCCCN2CCN(CCc3ccccc3)C(=O)C2=O)N(Cc2ccccc2)C1=O do in these assays?
ALOX12 inh: -40.2%

What do the screens show for `Cc1cc(=O)oc2cc(OC(=O)CCCOc3ccccc3)ccc12`?
ALOX12 inh: inconclusive

How did O=C(c1ccnnc1)N1C[C@@H](COCC2CC2)[C@H](c2ccccn2)C1 do in these assays?
ALOX12 inh: 27.7%

What do the screens show for `Oc1ccc(Br)cc1/C=N/c1nc(C23CC4CC(CC(C4)C2)C3)cs1`?
ALOX12 inh: -21.6%

How did N#CCCCOC(=O)c1c[nH]c2ccccc12 do in these assays?
ALOX12 inh: -10.7%

How did O=C(NCCn1cccc1-c1nc(-c2ccc3c(c2)OCO3)no1)c1ccc(Cl)cc1 do in these assays?
ALOX12 inh: 12.6µM*

How did O=C(CSc1nc2ccccc2c(=O)n1CC1CCCO1)Nc1ccc2[nH]c(=O)[nH]c2c1 (configuration not stated) do in these assays?
ALOX12 inh: -1.0%

What do the screens show for `Clc1ccc(-c2nc(NC3CCCC3)c3ccccc3n2)cc1`?
ALOX12 inh: -42.6%

What do the screens show for `C#CCOc1ccc(OC(=O)c2ccc(OCCCCCC)cc2)cc1`?
ALOX12 inh: inconclusive

Results for CN(C)c1cccc(CNc2nccc3[nH]c(-c4cccc(F)c4)nc23)c1 ?
ALOX12 inh: inconclusive

How did CCn1c(=O)c2c(nc(-n3nc(C)cc3C)n2Cc2c(F)cccc2Cl)n(C)c1=O do in these assays?
ALOX12 inh: -3.9%

What do the screens show for `O=C(COc1ccc(Cl)cc1)Nc1c(NC2CCCC2)c2ccccc2oc1=O`?
ALOX12 inh: inconclusive

How did Cc1ccsc1C(=O)N1CCC(n2nccc2NC(=O)c2cccc(F)c2)CC1 do in these assays?
ALOX12 inh: -16.0%

What do the screens show for `COC(=O)C1=C(C)N(Cc2ccccc2C(F)(F)F)C(=NCc2cccc(C(F)(F)F)c2)NC1c1ccc(F)cc1` (configuration not stated)?
ALOX12 inh: -23.0%
